Screening data as filed in PubChem.
PrPC TRFRET: cell surface PrPC inhibition, primary TR-FRET screen. P04156. TR-FRET read-out. inhibition, % at 13.8 µM. 370,000 tested, 0.43% active; in the data active means inhibition above about 24%; further: 0% = median of the test wells and 100% = reference compound wells
FadD28 FP inh: blocks FadD28 binding to the bisubstrate probe. fluorescence polarization. inhibition, % at 12.5 µM. 360,000 tested, 0.22% active. AID 588549; in the data active means inhibition above about 8.5%, passing the limit was not always enough; inconclusive means no clear call, values can overlap the other calls
Anthrax LF prot: inhibitors of Bacillus anthracis lethal factor protease; multiplex microsphere protease cleavage assay, LF; inhibition, % at 10 µM; 360,000 tested, 0.12% active; AID 588501; further: plate controls were buffer without enzyme for full effect and enzyme alone for no effect
BoNT-F LC inh: blocks Botulinum neurotoxin F light chain protease; 360,000 tested, 0.22% active; Multiplex microsphere protease cleavage assay, flow cytometry; inhibition, % at 10 µM; in the data active means inhibition above about 35%, passing the limit was not always enough; inconclusive means no clear call, values can overlap the other calls; further: plate controls were buffer without enzyme for full effect and enzyme alone for no effect
Y pestis TopoI: inhibitors of Yersinia pestis topoisomerase I; Y. pestis Topo-I cleavage product accumulation, plate reader; activity, % at 10 µM; 360,000 tested, 0.064% active; AID 504884; in the data active means activity above about 50%, passing the limit was not always enough; inconclusive means no clear call, values can overlap the other calls; further: inactives centre near 2
BoNT A protease: BoNT A light chain protease inhibition. multiplex microsphere protease substrate cleavage, flow cytometry. inhibition, % at 10 µM. 360,000 tested, 0.17% active; further: plate controls were buffer without enzyme for full effect and enzyme alone for no effect
CCHFV vOTU inh: CCHFV vOTU protease inhibition; Pep-AMC fluorescence; inhibition, % at 11.5 µM; 370,000 tested, 0.55% active; AID 651958; in the data active means inhibition above about 30%; further: 0% = vehicle wells with enzyme and 100% = no enzyme wells
TcdB inh: TcdB glycohydrolase inhibition; TcdB glycohydrolase enzymatic assay, plate reader; AID 652162; inhibition, % at 9.99 µM; 350,000 tested, 0.24% active; in the data active means inhibition above about 10%
Target sequence (P18177 whole entry, looked up): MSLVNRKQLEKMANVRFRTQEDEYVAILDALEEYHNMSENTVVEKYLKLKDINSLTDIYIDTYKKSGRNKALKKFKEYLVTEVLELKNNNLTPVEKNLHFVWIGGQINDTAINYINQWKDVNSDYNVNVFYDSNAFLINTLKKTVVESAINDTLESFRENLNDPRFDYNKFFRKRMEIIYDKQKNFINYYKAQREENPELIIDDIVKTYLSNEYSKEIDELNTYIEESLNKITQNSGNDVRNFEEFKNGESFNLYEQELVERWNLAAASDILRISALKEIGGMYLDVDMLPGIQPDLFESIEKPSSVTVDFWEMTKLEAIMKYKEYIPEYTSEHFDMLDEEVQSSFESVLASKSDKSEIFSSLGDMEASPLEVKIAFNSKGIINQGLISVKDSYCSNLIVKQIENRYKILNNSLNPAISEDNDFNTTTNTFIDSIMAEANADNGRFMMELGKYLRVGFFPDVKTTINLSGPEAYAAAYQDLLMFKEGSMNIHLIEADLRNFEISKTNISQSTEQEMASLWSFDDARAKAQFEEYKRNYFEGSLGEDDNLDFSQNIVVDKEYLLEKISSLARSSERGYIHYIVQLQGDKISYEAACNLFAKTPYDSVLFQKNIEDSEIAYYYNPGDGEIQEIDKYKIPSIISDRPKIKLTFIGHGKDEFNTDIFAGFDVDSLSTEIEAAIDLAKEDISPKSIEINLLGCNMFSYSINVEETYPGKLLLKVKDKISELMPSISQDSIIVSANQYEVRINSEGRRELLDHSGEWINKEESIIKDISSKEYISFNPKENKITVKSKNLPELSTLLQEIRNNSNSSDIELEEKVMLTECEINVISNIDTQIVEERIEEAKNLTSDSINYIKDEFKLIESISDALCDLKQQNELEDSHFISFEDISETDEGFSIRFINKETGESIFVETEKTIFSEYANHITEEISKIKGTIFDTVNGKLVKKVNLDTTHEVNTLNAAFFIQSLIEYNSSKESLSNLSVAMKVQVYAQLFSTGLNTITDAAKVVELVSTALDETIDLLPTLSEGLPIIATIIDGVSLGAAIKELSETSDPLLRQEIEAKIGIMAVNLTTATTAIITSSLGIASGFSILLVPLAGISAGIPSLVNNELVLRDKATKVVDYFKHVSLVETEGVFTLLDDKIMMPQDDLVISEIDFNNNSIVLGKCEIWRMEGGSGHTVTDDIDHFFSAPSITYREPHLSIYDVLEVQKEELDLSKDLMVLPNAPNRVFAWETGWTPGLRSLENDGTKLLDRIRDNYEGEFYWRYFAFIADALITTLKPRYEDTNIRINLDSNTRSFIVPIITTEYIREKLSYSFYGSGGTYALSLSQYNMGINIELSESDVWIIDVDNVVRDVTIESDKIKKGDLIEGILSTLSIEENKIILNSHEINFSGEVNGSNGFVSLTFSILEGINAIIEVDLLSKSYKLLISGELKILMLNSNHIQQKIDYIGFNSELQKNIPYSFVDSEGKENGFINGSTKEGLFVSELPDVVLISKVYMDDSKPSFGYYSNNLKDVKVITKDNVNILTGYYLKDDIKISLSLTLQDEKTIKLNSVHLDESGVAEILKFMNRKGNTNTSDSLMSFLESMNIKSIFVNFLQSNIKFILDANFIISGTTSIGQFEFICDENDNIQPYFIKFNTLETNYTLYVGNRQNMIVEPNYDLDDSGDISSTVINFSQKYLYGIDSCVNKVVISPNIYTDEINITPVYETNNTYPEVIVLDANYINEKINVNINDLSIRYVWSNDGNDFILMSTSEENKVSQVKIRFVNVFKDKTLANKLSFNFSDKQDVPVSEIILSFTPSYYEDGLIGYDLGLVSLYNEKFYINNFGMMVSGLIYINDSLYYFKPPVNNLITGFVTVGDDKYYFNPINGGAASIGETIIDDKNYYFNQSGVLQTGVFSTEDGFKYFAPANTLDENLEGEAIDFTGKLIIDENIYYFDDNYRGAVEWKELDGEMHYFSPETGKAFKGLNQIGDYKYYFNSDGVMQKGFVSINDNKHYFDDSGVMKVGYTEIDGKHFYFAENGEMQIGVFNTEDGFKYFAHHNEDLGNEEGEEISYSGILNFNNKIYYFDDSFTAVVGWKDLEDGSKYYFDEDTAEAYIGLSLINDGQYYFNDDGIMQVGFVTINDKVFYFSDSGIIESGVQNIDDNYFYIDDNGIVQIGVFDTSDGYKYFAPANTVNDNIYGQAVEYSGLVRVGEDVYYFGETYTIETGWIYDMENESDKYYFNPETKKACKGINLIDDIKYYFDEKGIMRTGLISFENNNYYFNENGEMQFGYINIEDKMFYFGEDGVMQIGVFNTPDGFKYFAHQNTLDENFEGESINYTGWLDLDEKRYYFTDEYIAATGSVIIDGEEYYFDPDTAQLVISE
PfHsp40 yeast: restores yeast growth despite PfHsp40 toxicity | S. cerevisiae expressing PfHsp40, growth rescue, ATP luminescence | 340,000 tested, 0.68% active | growth rescue, % at 12.5 µM; in the data active means growth rescue above about 28%, passing the limit was not always enough; inconclusive means no clear call, values can overlap the other calls;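 further: yeast W303a lacking pdr1 and pdr3 grown in galactose medium; growth measured after three days at 30 °C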
An asterisk follows results filed as active; u = inconclusive; x = no result given; & = joins results of further samples; ! = not active in a repeat. Unless noted, no stated cut-off is given here; in the data, active means inhibition above about 30%; inconclusive means no clear call, values can overlap the other calls; inactive means below that.

SMILES | PrPC TRFRET | FadD28 FP inh | Anthrax LF prot | BoNT-F LC inh | Y pestis TopoI | BoNT A protease | CCHFV vOTU inh | TcdB inh | PfHsp40 yeast
Cc1ccccc1NS(=O)(=O)c1cc(C(=O)N2CCCC2)ccc1Cl | -1.6 | -1.4 | -7.9 | -0.2 | 5.1 | -0.3 | 1.5 | 0.2 | -0.9
Cc1ccc2c(cnn2C(=O)CCC(=O)NCc2cccc(Br)c2)c1 | 6.8 | -0.8 | -4.3 | -4.2 | 7.0 | -0.8 | 0.9 | -0.6 | 1.3
NCC(c1ccccc1)(c1ccccc1)c1ccccc1 | 5.9 | -2.5 | -2.5 | -1.8 | -2.4 | -0.4 | 5.0 | 2.9 | 1.2
COc1ccc(CCN2C(=O)CN=C2Nc2ccc(F)cc2)cc1OC | 2.1 | 1.5 | -5.4 | -2.4 | 6.3 | 0.9 | -9.6 | 0.0 | -1.7
CCCc1nn2c(=O)cc(CSCC(=O)Nc3ccc(C)cc3)nc2s1 | -2.5 | -0.7 | -3.4 | 3.8 | -8.2 | 1.8 | 10.6 | -1.2 | -0.2
COC(=O)C1=C(c2ccccc2)C[C@@H]2CC[C@H]1N2C(=O)N1CCC(C)CC1 | 7.0 | -4.7 | -3.3 | 1.9 | 21.3 | -0.2 | 7.1 | 1.4 | -0.7
CCc1cc2c(SCc3ccc(C(=O)OC)o3)ncnc2s1 | 4.8 | -3.9 | -0.5 | 0.8 | 36.7 | 0.0 | 14.0 | 2.2 | -1.4
Cc1cc(C)nc(-n2nc(C)c(C3(O)C(=O)Nc4ccc(F)cc43)c2N)n1 (configuration not stated) | -14.8 | -2.8 | 2.1 | -26.8 | -1.4 | -0.4 | -2.4 | x | -1.5
CN(C)c1ccc(NC(=O)CN2C3CCCC2CC(NC(=O)c2ccccc2)C3)cc1 (configuration not stated) | 1.0 | -0.1 | -3.1 | -31.8 | 21.1 | -6.4 | 13.2 | -3.5 | -0.1
O=C(Nc1cccc(F)c1)Nc1ccc2c(c1)C(=O)OC2 | 7.5 | -0.9 | -4.9 | -2.7 | -1.0 | -1.7 | 9.2 | -0.7 | -0.2
COc1ccc(N(CC(=O)Nc2cc(OC)ccc2OC)S(=O)(=O)c2c(C)noc2C)cc1 | 11.1 | -0.7 | -1.2 | 3.7 | 14.3 | 0.8 | 10.2 | 3.2 | 0.4
CCOC(=O)CSCC(=O)Nc1c(C(=O)C2CC2)oc2ccccc12 | 9.7 | -0.2 | -3.1 | -10.6 | 6.1 | -0.7 | -4.7 | x | -0.3
Cc1cccc(NCC(=O)N/N=C/c2ccc(Br)cc2)c1 | -4.8 | -0.9 | -5.4 | 2.9 | 0.6 | 0.2 | 5.8 | -0.4 | 0.0
O=C(NNC(=O)c1cc(OCC(F)(F)F)ccc1OCC(F)(F)F)c1cccc(C(F)(F)F)c1 | 3.4 | -2.4 | -2.4 | -2.0 | -10.0 | 0.0 | 17.5 | x | -0.3
COc1ccc(Br)cc1C1SCCN1S(C)(=O)=O (configuration not stated) | 3.2 | -4.1 | -0.3 | u | -4.3 | 0.1 | 0.2 | x | 0.8
C[C@H](NC(=O)Cn1cncn1)c1ccccc1 | 4.1 | -2.7 | 0.7 | 0.3 | 2.9 | -0.8 | -4.0 | x | -0.5
CC(C)(O)CN(CCCNC(=S)Nc1ccccc1)C(=S)Nc1ccccc1 | 11.5 | -4.6 | -4.9 | -8.2 | 3.2 | -0.1 | 5.5 | -0.8 | 0.7
O=C(CSC1=NC(=O)C(c2ccccc2)C(=O)N1)Nc1cccc(Cl)c1 (configuration not stated) | -4.8 | -0.5 | -13.2 | -10.5 | -9.3 | -0.2 | 11.2 | x | -0.3
O=C1C(C2=C(O)c3ccccc3C2=O)=Nc2ccccc21 | -10.4 | 0.7 | -40.5 | -6.1 | -14.3 | 2.8 | 10.8 | x | -1.5
CCCc1c(C(=O)N/N=C(\C)c2ccc(CC(C)C)cc2)nnn1-c1nonc1N | 2.0 | 0.2 | 3.0 | 6.0 | -5.4 | 0.4 | 2.6 | -2.7 | x
Cc1ccc(S(=O)(=O)N2N=C3CCCCC3C2(O)C(F)(F)F)cc1 (configuration not stated) | -4.1 | -1.0 | 3.4 | 2.6 | -11.3 | -1.5 | -4.9 | 0.7 | -0.3
COC(C/C=C/[C@@H](O)[C@H](C)OCc1ccccc1)OC | -6.7 | -2.8 | -2.1 | 1.1 | 5.9 | -0.3 | -3.8 | x | 0.3
CC(C)C[C@H]1CNC(=S)N1C[C@H]1CCCN1C[C@H](Cc1ccccc1)N1C[C@H](Cc2ccc(O)cc2)N(CC2CCCCC2)C1=S | 7.0 | -5.2 | -6.5 | -19.9 | x | -1.9 | 21.6 | 0.2 | x
CC(=O)Nc1cccc(NC(=O)c2ccc(C)c([N+](=O)[O-])c2)c1 | -18.2 | 1.2 | -0.7 | 1.7 | -0.6 | -0.1 | 4.6 | 0.3 | 0.2
CC(O)CNc1ccc([N+](=O)[O-])cc1S(=O)(=O)N1CCOCC1 (configuration not stated) | -12.9 | 1.4 | -1.0 | -6.5 | -1.8 | 0.2 | -4.9 | 0.1 | -1.7
Cc1ccc(C(=O)CN(CCCC(N)=O)S(=O)(=O)c2ccc([N+](=O)[O-])cc2)cc1 | -18.4 | -0.4 | -4.3 | 3.2 | 5.0 | -0.5 | -12.6 | 1.6 | -1.3
Cc1cc(C)c(C(=O)N2CCC3(CC2)OCCO3)c(C)c1 | 1.9 | -1.0 | 5.1 | 25.5 | -7.2 | -2.3 | -8.0 | -0.1 | -1.2
O=C1CC(c2ccccc2)c2c(O)cc(O)cc2O1 (configuration not stated) | 5.0 | -3.8 | -0.8 | 17.2 | -11.0 | 0.9 | 4.0 | x | 0.2
CC1(C)C(=O)N(c2ccccc2Cl)C(=O)c2ccccc21 | -2.6 | -3.3 | -0.8 | -3.0 | 4.3 | 1.7 | 1.9 | 1.3 | 0.8
O=S(=O)(NCC1CCCO1)c1cnc(Cl)c(Br)c1 (configuration not stated) | -2.0 | -0.5 | 0.8 | -2.8 | 4.0 | -1.4 | -12.4 | 0.1 | 0.5
CCCCCCSc1ccc(-c2nc3ccc(Cl)cn3c2NCCCC)cc1OC | 33.4*! | -4.4 | -4.9&5.3 | -9.3&-6.7 | 17.6 | 0.2&0.4 | 2.4&3.6 | -0.6&-0.4 | -1.4
N/C(Cc1ccc([N+](=O)[O-])cc1)=N\OC(=O)COc1ccccc1Cl | 4.5 | 1.0 | 0.7 | 1.6 | -0.1 | 0.5 | -2.5 | 0.6 | 3.3
COC(=O)C1=C(c2ccc(OC)c(OC)c2)C[C@@H]2CC[C@H]1N2C(=O)NCCOc1ccc(OC)cc1 | -4.2 | -1.2 | 5.1 | 4.1 | 1.6 | 0.2 | -6.7 | -0.7 | 0.2
CC(Oc1ccccc1)C(=O)Nc1nnc(C2CCCCC2)s1 (configuration not stated) | -3.6 | 0.0 | 1.6 | -0.2 | 2.3 | 0.2 | 7.4 | 0.5 | 0.1
O=C1C[C@@H]2c3c(cccc3CN1Cc1ccccc1Br)C[C@@H](O)[C@H]2O | -4.2 | 0.1 | -7.0 | -1.3 | 4.4 | -0.7 | -0.3 | 0.1 | 1.4
COc1ccc(C(=O)COC(=O)CN2C(=O)NC3(CC(C)CC(C)(C)C3)C2=O)c(OC)c1 (configuration not stated) | -4.9 | -3.9 | 0.0 | 13.8 | 21.8 | 1.5 | 20.6 | 1.4 | 2.7
Clc1nc2ccccc2cc1-c1nnn(-c2ccccc2)n1 | 3.3 | 0.8 | 5.0 | -3.9 | 10.0 | -0.2 | 2.4 | 0.6 | -0.1
COc1cc(C(=O)N2CCN(CCCc3ccccc3)CC2)cc(OC)c1OC | -8.2 | -1.4 | -2.1 | 15.1 | 3.6 | 0.6 | 3.6 | 1.2 | -0.2
CCN(CC)CCCn1c2c(c(SCC(=O)N3CCCc4ccccc43)nc1=O)CCC2 | -1.8 | -3.8 | -1.4 | 10.9 | 7.7 | -1.4 | -10.3 | 1.4 | -0.3
COc1ccc(-c2csc(NC(=O)C3CCN(C(=O)c4ccc(F)cc4)CC3)n2)cc1OC | -1.4 | -4.0 | -1.9 | 1.2 | -7.2 | 0.6 | 16.6 | 0.3 | 1.6
O=C(NCc1ccc(F)cc1)c1nc(-c2cccs2)no1 | 3.7 | -0.3 | -1.5 | 3.0 | -12.2 | 0.6 | 6.3 | -0.1 | -0.1
Fc1ccc(CCn2c(Cn3c(-c4cnccn4)nc4ccccc43)nc3ccccc32)cc1 | 2.7 | x | 3.4 | -9.0 | x | -0.3 | 0.3 | 0.8 | x
Cc1nnc(NC(=O)CSc2nc3c(c(=O)n2CCc2ccccc2)SC(C)C3)s1 (configuration not stated) | -4.0 | -1.8 | -9.0 | -3.8 | 4.9 | -0.4 | -1.8 | 0.6 | 0.0
COCCOC(=O)/C(C#N)=C/c1cn(Cc2ccccc2)nc1-c1cccnc1 | -4.4 | -1.4 | -1.0 | 4.5 | 15.4 | 0.5 | -1.1 | 0.7 | 1.0
COc1ccc(CN(C)C(=O)c2ccccc2Sc2ccccc2C#N)cc1OC | -2.5 | -1.5 | 0.7 | -1.6 | 32.8 | 1.7 | 11.3 | 1.4 | 2.0

The list goes on, starting with the last two of the part before.
SMILES | PrPC TRFRET | FadD28 FP inh | Anthrax LF prot | BoNT-F LC inh | Y pestis TopoI | BoNT A protease | CCHFV vOTU inh | TcdB inh | PfHsp40 yeast
COCCOC(=O)/C(C#N)=C/c1cn(Cc2ccccc2)nc1-c1cccnc1 | -4.4 | -1.4 | -1.0 | 4.5 | 15.4 | 0.5 | -1.1 | 0.7 | 1.0
COc1ccc(CN(C)C(=O)c2ccccc2Sc2ccccc2C#N)cc1OC | -2.5 | -1.5 | 0.7 | -1.6 | 32.8 | 1.7 | 11.3 | 1.4 | 2.0
Cc1nnc2n1N=C(c1ccccc1)CS2 | 4.5 | -1.4 | -9.8 | 24.3 | -0.4 | 0.2 | 5.3 | 0.4 | -0.9
COc1ccc(OC)c(C(=O)CN2C(=O)C(=O)N(C3CCCC3)C2=O)c1 | 6.7 | 1.3 | -4.2 | -4.3 | -2.7 | -0.7 | 1.1 | 0.4 | -0.4
O=C(NC1CC(=O)N(c2ccc3c(c2)OCCO3)C1)N1CCCCC1 (configuration not stated) | 5.7 | 0.6 | -2.0 | 7.3 | -7.0 | 1.9 | -3.8 | -0.4 | 0.0
COc1ccc(-c2nc3cc(C)ccn3c2NC(=O)c2ccccc2OC)cc1 | 4.3 | -0.9 | -4.2 | 0.3 | 5.3 | -1.6 | -1.2 | 0.5 | 0.1
C#CCN1CC(C)/C(=N/O)CC1C (configuration not stated) | -4.8 | 0.8 | -3.2 | -27.1 | -4.6 | -1.0 | 3.0 | x | 1.9
CCCc1cc(=O)oc2cc(C)cc(OC(C)C(=O)NCc3cccnc3)c12 (configuration not stated) | -2.0 | -3.4 | -1.7 | 6.6 | 11.5 | -0.3 | -27.7 | 1.6 | 0.4
CCOC(=O)C1(C)CCCN1C(=O)c1ccc(OC)c(OC)c1 (configuration not stated) | -5.6 | -1.1 | -11.9 | -1.2 | -0.5 | -0.6 | -1.5 | 0.3 | x
N#C/C(=C\c1cccs1)C(=O)NCc1ccco1 | -0.3 | -1.0 | -2.8 | 3.6 | 5.4 | -0.3 | 24.4 | -0.6 | 1.0
COc1ccc(-c2[nH]ncc2CN(CCO)Cc2cccs2)c(F)c1 | -11.0 | -2.8 | -0.9 | -1.2 | 2.0 | 0.0 | -7.3 | 0.4 | 0.9
O=C(c1ccccc1F)N1CCC2(CC1)OCCO2 | -1.2 | 0.7 | -6.9 | -5.1 | -3.8 | -0.3 | 4.3 | -2.4 | 0.1
COc1ccc(C(CC(=O)O)NC(C)=O)cc1OC (configuration not stated) | -3.8 | -2.6 | -0.5 | -1.2 | 3.7 | -0.7 | 7.6 | x | -0.4
COCCNC(=O)C1(C)Cc2c(-c3cccc(C(F)(F)F)c3)ccnc2O1 (configuration not stated) | -3.5 | 0.1 | -5.3 | -4.9 | 0.3 | -0.4 | -2.0 | -0.1 | x
